# TrxR1 substrate – rat thioredoxin reductase 1 substrate activity; 390,000 tested, 0.01% active; Potency, µM (titrated, usually from 114 µM), inactives show at the highest dose activity change, negative = substrate turnover; AID 588456; purified TrxR1 substrate turnover, NADPH consumption readout; note: % is set by controls: 0 for no effect and ±100 for the full control effect; nearly all actives have a fitted effect of over 50% in size
# Target sequence (O89049 whole entry, looked up): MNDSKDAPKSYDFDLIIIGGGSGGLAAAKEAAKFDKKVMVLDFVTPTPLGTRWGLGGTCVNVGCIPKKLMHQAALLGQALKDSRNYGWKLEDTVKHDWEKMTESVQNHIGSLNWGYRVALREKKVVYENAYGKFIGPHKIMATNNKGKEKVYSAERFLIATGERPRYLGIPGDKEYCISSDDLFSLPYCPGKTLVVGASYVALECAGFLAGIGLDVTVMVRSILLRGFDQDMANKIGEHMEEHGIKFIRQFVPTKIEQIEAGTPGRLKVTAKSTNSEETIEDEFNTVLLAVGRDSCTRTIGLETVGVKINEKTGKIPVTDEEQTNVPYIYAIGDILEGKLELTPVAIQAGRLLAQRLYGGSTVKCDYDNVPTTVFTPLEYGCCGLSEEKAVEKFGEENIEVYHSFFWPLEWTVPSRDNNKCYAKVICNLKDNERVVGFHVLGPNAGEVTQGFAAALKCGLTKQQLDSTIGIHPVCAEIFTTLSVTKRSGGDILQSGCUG
#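 Rat TrxR1, dispensed at 90 nM, was prereduced with 400 uM NADPH (final) for 5 min at ~22 deg C, then incubated with compound 15 min before 400 uM selenite. A first-read NADPH fluorescence drop versus no-compound background flagged substrates.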
# 12-LOX inh – inhibitors of human 12S-lipoxygenase ALOX12. Potency, µM (highest dose often 108 µM), inactives show top-dose activity change, negative = inhibition, hits mostly inhibitors. purified 12hLO, xylenol orange hydroperoxide absorbance. P18054. 580,000 tested, 1.1% active. AID 1671190; note: % is set by controls: 0 for no effect and ±100 for the full control effect
#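 Purified human 12hLO at 150 nM in 25 mM Hepes, 0.01% Triton X-100, pH 7.0, preincubated 15 min at room temperature with compound. Reaction started with 40 uM arachidonic acid, 30 min at room temperature. Hydroperoxide measured by Fe-xylenol orange, 573/405 nm absorbance ratio.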
# Vif-APOBEC3F blk – inhibitors of Vif-A3F interaction. Potency, µM (top dose mostly 46.1 µM), for inactives: at the highest dose activity, negative = active. HeLa A3F-eYFP + Vif (tagged APOBEC3F with the HIV-1 protein that degrades it), YFP fluorescence increase. 390,000 tested, 0.2% active; note: % of control where 0% means no effect; nearly all actives have a fitted effect of over 65% in size
#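 HeLa cells stably expressing Vif plus C-terminally eYFP-tagged A3F were seeded, incubated overnight at 37 deg C, dosed with compound, incubated overnight again at 37 deg C. Yellow fluorescence (Ex 488/Em 500-530) reported blocked Vif-mediated A3F-eYFP degradation.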
# RGS4 inhibitor – inhibitors of human regulator of G protein signaling 4 | Transcreener GDP fluorescence polarization, RGS4-accelerated GTP hydrolysis | P49798 | Potency, µM (titrated, usually from 114 µM), without a hit: at the highest dose activity change, negative = inhibition, most hits filed as inhibitors | 390,000 tested, 0.039% active; note: % is set by controls: 0 for no effect and ±100 for the full control effect; nearly all actives have a fitted effect of over 75% in size; some results filed as inactive show a strong effect at the top dose
# Target sequence (P49798 whole entry, looked up): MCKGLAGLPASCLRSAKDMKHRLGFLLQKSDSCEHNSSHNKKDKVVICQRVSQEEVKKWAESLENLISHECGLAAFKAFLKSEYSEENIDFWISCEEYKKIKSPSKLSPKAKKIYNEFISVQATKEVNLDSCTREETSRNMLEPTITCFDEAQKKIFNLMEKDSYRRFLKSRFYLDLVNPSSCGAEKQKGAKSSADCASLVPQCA
#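 MLSMR compounds (23 nl, pin-transferred) preincubated 10 min at room temperature with a 500nM (2x) first reagent, then RGS4 at 900nM (2x) plus Transcreener GDP mix added; fluorescence polarization (620/688 nm) read before and after 90 min at 30 °C.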
# TrxR1 inh – blocks rat thioredoxin reductase 1 | O89049 | recombinant rTrxR1, NADPH fluorescence consumption, selenite substrate | Potency, µM (doses to about 114 µM), without a hit: top-dose activity change, negative = inhibition, actives largely listed as inhibitors | 390,000 tested, 1% active; note: % is set by controls: 0 for no effect and ±100 for the full control effect; nearly all actives have a fitted effect of over 65% in size
#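 Rat TrxR1 (90 nM in the dispensed reagent) was pre-reduced with 400 uM NADPH for 5 min at room temperature, then incubated with compound for 15 min. After 400 uM selenite was added, NADPH fluorescence (Ex 340/Em 450 nm) was followed for 8 min.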
# USP1-UAF1 inh – inhibitors of human USP1/UAF1 deubiquitinase; recombinant USP1/UAF1, Ub-Rhodamine cleavage fluorescence; AID 743255; Potency, µM (highest dose often 57.1 µM), inactives show at the highest dose activity change, negative = inhibition, most hits filed as inhibitors; O94782; 390,000 tested, 0.23% active; note: % is set by controls: 0 for no effect and ±100 for the full control effect; nearly all actives have a fitted effect of over 60% in size; inactives centre near -12
#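 USP1/UAF1 complex at 1 nM was preincubated with compound for 15 min at room temperature, then Ub-Rho substrate (150nM final) was added. Fluorescence (480/540 nm) was read kinetically, 6 reads every 60 seconds.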
# RXFP1 ag – agonists of human relaxin receptor RXFP1; Q9HBX9; HEK293T-RXFP1 cAMP TR-FRET, 30 min; response scale: percent of porcine relaxin response, buffer zero; Potency, µM (highest dose often 57.5 µM), inactives show at the highest dose activation, hits mostly activators; 370,000 tested, 0.3% active; AID 2676; note: % is set by controls: 0 for no effect and ±100 for the full control effect; nearly all actives have a fitted effect of over 60% in size; many of its hits are not listed in these tables
#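 Agonist response is measured as cAMP accumulation in an RXFP1-transfected HEK293T line under PDE4 inhibition. Values are scaled between buffer-only and 29 nM porcine relaxin, and EC50s come from standard Hill equation fits.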
# mIDH1 inhibitor – inhibitors of human mutant IDH1 R132H. O75874. IDH1-R132H enzyme, NADPH consumption, diaphorase/resazurin fluorescence. Potency, µM (series often up to 76.6 µM), for inactives: at the top dose activity change, negative = inhibition, most hits filed as inhibitors. 390,000 tested, 0.093% active; note: % is set by controls: 0 for no effect and ±100 for the full control effect; nearly all actives have a fitted effect of over 65% in size
#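 IDH1-R132H (0.5 ug/mL dispensed) in pH 7.5 Tris buffer was preincubated 30 min with compound, then given a substrate mix of 0.016 mM NADPH and 2 mM alpha-KG for 80 min at room temperature; remaining NADPH was read by diaphorase/resazurin fluorescence.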
# Vif-APOBEC3G blk – inhibitors of Vif-APOBEC3G interaction | Q9HC16 | HeLa A3G-eYFP + Vif (tagged APOBEC3G with the HIV-1 protein that degrades it), YFP fluorescence, overnight | Potency, µM (series often up to 46.1 µM), for the others: at the top dose activity, negative = active, most hits filed as inhibitors | 410,000 tested, 0.076% active;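 note: % is set by controls: 0 for no effect and ±100 for the full control effect; nearly all actives have a fitted effect of over 60% in size; hits raise eYFP signal because A3G escapes Vif-driven loss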
# Target sequence (Q9HC16 whole entry, looked up): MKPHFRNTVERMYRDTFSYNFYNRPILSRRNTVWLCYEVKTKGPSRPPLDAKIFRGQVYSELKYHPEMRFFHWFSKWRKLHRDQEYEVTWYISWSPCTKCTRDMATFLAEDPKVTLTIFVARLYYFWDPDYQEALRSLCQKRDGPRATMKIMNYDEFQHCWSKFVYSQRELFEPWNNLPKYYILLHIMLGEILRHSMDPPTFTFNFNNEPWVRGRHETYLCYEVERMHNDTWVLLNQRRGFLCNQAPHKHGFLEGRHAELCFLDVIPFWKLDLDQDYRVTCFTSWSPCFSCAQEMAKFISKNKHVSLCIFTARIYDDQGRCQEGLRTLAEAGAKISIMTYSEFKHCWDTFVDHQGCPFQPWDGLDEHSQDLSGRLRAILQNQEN
#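 HeLa cells stably expressing Vif and C-terminally eYFP-tagged A3G, seeded overnight at 37 deg C, then exposed to compound by pintool overnight at 37 deg C. Rise in yellow fluorescence (Ex 488/Em 500-530, Acumen) marks blocked Vif-driven A3G degradation.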
# * = called active by the depositor; ? = inconclusive; nt = no result given; & = joins results of further samples; [ ] = dose if it differs, or a comment. Calls come from the whole dose curve; as a rule, active = well fitted curve in the direction sought with a large enough effect; inconclusive = small, poorly fitted or top-dose-only effect, or another doubt; inactive = no such curve, though single readings can be large; an effect the other way counts as inactive or inconclusive. Potency is the fitted concentration of half-maximal effect. Only part of the results is shown (hit frequency here may not be typical).
SMILES	TrxR1 substrate	12-LOX inh	Vif-APOBEC3F blk	RGS4 inhibitor	TrxR1 inh	USP1-UAF1 inh	RXFP1 ag	mIDH1 inhibitor	Vif-APOBEC3G blk
COc1ccc(N2CCN(C(CNC(=O)CC(C)(C)C)c3ccc4c(c3)OCO4)CC2)cc1 (stereo not given)	3%	?	3%	16%[11.4 µM]	23%	-17%	-1.4%	-6%	3%
CC(C)(C)OC(=O)N1CCC(c2c(C(=O)NCc3ccco3)cnn2-c2ccc(F)cc2)CC1	-3%	-3%	0%	19%	-16%	2%	-0.8%	5%	-1%
O=C(COc1cc(Cl)c(Cl)cc1Cl)Nc1ccncc1	7%	0%	nt	-8%	16%	-13%	1.4%	9%	-3%
COc1cccc(NC(=O)CN(C)C(=O)CN2C(=O)NC3(CCCC3)C2=O)c1	5%	-14%	3%	-8%	16%	-16%	3.0%	1%	-2%
COc1ccc(CCN2CC(C(=O)NCCc3ccc(F)cc3)CCC2=O)cc1 (stereo not given)	3%	2%	6%	7%	24%	-26%	-0.2%	4%	-1%
COc1ccc(NC(=O)CN(C)C(=O)c2cc(C3CC3)nn2-c2ccccc2)cc1	4%	0%	0%	-8%	26%	-2%	0.1%	-6%	0%
COc1ccccc1-c1nn(Cc2ccccc2)cc1/C=C/C(=O)O	3%[57.1 µM]	-22%	5%	10%[56.9 µM]	20%[57.1 µM]	?	2.9%	1%	0%
CCOc1ccc(NS(=O)(=O)c2ccc3[nH]cc(C(=O)N4CCCCCC4)c(=O)c3c2)cc1	0%	?	0%	6%	0%	-4%	1.1%	18%	3%
COc1ccc(C(=O)N2CCCC(CCC(=O)NCc3ccc(F)c(F)c3)C2)o1 (stereo not given)	7%[57.1 µM]	-17%	0%	?	?	-9%	3.3%	4%	0%
CCOC(=O)c1cnc2cc(F)c(F)cc2c1N1CCOCC1	-1%	37%[activator]	-3%	0%	-1%	-9%	7.7%	-1%	2%
CSCCC(NS(=O)(=O)c1cccs1)C(=O)NCc1ccc(C)cc1 (stereo not given)	-6%	-16%	2%	-24%	-2%[57.1 µM]	-4%	1.9%	3%	1%
CCC(=NNS(=O)(=O)c1ccc(C)cc1)c1ccc(OC)c(C)c1	nt	2%	-16%	nt	nt	-27%	nt	1%	-27%
CCCn1c(C(C)Nc2nc(-c3ccc(Cl)c([N+](=O)[O-])c3)cs2)nc2ccccc21 (stereo not given)	-6%[57.1 µM]	-6%	?	-27%	9%[57.1 µM]	-30%	1.9%	8%	-5%
CCOc1ccc(NC(=O)COc2ccc(OC)cc2)cc1	3%	1%	-1%	-41%	18%	-16%	0.5%	5%	1%
S=C(Nc1ccc(Nc2ccccc2)cc1)NN1CCOCC1	-4%[57.1 µM]	-7%	11%	-20%	-17%[57.1 µM]	-4%	-0.8%	4%	0%
COc1ccccc1CNC(=O)CCCn1c(=O)c2ccccc2n(CC(=O)NC2CCCC2)c1=O	9%[57.1 µM]	453%[activator]	4%	-24%	11%[57.1 µM]	-15%	1.1%	-2%	-1%
Cc1cc(/C=C(\C#N)C(=O)NCc2ccco2)c(C)n1-c1ccc(C(=O)O)cc1	-15%	-3%	17%	-9%	-16%	-18%	0.1%	-5%	-1%
Cc1ccc(CCNC(=O)CS(=O)Cc2nc(-c3cccs3)oc2C)cc1 (stereo not given)	-2%	-25%	6%	-6%	14µM*	-3%	-6.0%	-3%	1%
Cc1ccc(CN(C)C(=O)c2ccc3c(c2)NC(=O)CS3)o1	-2%	-16%	-7%	2%[11.4 µM]	18µM*	-8%	-22%	0%	1%
CC(=O)Nc1ccc(NC(=O)CCS(=O)(=O)c2ccc3c(c2)CC(=O)N3C)cc1	2%[57.1 µM]	2%	7%	6%	11%[57.1 µM]	-4%	-1.6%	4%	2%
CCC(=O)Nc1ccc2nc(C)n(Cc3ccccc3Cl)c(=O)c2c1	1%	18%	7%	-9%	7%	-16%	0.6%	-1%	0%
CC(=O)Nc1cccc(C(=O)/C=C/c2ccc(C)cc2)c1	-18%	-21%	-19%	-38%	?	-10%	-0.1%	5%	?
Cc1ccc(NC(=O)COC(=O)c2cc(Cl)ccc2[N+](=O)[O-])cc1	-6%	?	-5%	14%	-5%	-18%	-0.1%	-2%	0%
CCCc1ccc(OCC(O)CN2CCN(c3ccccc3)CC2)cc1 (stereo not given)	0%&-6%	?	-15%&-15%	-32%&-39%	12%&-6%	-13%&-21%	2.7%	0%&3%	4%&2%

# Whole records, looked up by structure.
# Cc1cc(/C=C(\C#N)C(=O)NCc2ccco2)c(C)n1-c1ccc(C(=O)O)cc1 in the list: TrxR1 substrate: -15%; 12-LOX inh: -3%; Vif-APOBEC3F blk: 17%; RGS4 inhibitor: -9%; TrxR1 inh: -16%; USP1-UAF1 inh: -18%; RXFP1 ag: 0.1%; mIDH1 inhibitor: -5%; Vif-APOBEC3G blk: -1%
# Cc1ccc(CCNC(=O)CS(=O)Cc2nc(-c3cccs3)oc2C)cc1 (stereo not given) in the list: TrxR1 substrate: -2%; 12-LOX inh: -25%; Vif-APOBEC3F blk: 6%; RGS4 inhibitor: -6%; TrxR1 inh: 14µM*; USP1-UAF1 inh: -3%; RXFP1 ag: -6.0%; mIDH1 inhibitor: -3%; Vif-APOBEC3G blk: 1%

# Later entries
SMILES	TrxR1 substrate	12-LOX inh	Vif-APOBEC3F blk	RGS4 inhibitor	TrxR1 inh	USP1-UAF1 inh	RXFP1 ag	mIDH1 inhibitor	Vif-APOBEC3G blk
COc1ccc(C)cc1NC(=O)C1CCN(S(=O)(=O)c2ccc3c(c2)C(C)(C)C(=O)N3C)CC1	3%	19%	-4%	3%	10%	-19%	0.2%	3%	-4%
CCCCN(Cc1cc2ccccc2[nH]c1=O)C(=O)c1ccccn1	-5%	?	4%	19%	-9%	-3%	0.1%	16%	6%
Cc1ccc(N2C(=O)C3C4C=CC(CNC(=S)Nc5cccc(Cl)c5)(O4)C3C2=O)cc1 (stereo not given)	-14%	?	5%	?	7.9µM*	-12%	1.9%	4%	0%
Cc1nc2ccc(S(=O)(=O)NC(C(=O)NCc3ccco3)C(C)C)cc2s1 (stereo not given)	6%	1%	-2%	-4%	22%	-16%	0.3%	-4%	0%
O=C(O)CCC(=O)OCCc1cc2ccccc2c(=O)o1	5%	0%	-4%	23%	21%	4%	nt	-7%	2%
CSc1ncccc1C(=O)OCC(=O)Nc1ccc(S(=O)(=O)N2CCCC2)cc1	-14%	-20%	-5%	8%	-5%	-11%	1.2%	3%	-6%
CCCCOC(=O)c1cccc(NC(=O)CC)c1	15%[57.1 µM]	0%	1%	-30%	6%[57.1 µM]	-18%	2.3%	10%	-8%
CCOCC(=O)Nc1ncc(S(=O)(=O)c2ccc([N+](=O)[O-])cc2)s1	2%[57.1 µM]	?	9%	1%	9%[57.1 µM]	?	-2.5%	-6%	1%
COc1ccc(NC(=O)Cn2ncc3c2-c2ccccc2OC3)cc1Cl	6%	-20%	-1%	7%	17%	-17%	-0.4%	-1%	-4%
COC(=O)c1cc(S(=O)(=O)NCC2CCN(Cc3cccc(F)c3)CC2)c[nH]1	-7%	1%&-22%&3%	0%&10%	-6%&-3%	-5%	1%&-12%	0.5%&-0.3%	-2%&0%	-2%&-3%
Cc1ccc(C(=O)NC(=S)Nc2ccccc2C(F)(F)F)cc1	-12%	7.9µM*	0%	?	?	-17%	0.5%	5%	1%
N#Cc1cccc(NC(=O)CSc2n[nH]c(=O)[nH]c2=O)c1	11%	1%	-6%	22%	32%	2%	0.0%	-7%	1%
CCCc1cc(O)c2c(C)cc(=O)oc2c1	-2%	?	-9%	-3%	4%	-5%	7.2%	-2%	1%
Cc1ccccc1-c1noc(C23CC4CC(CC(C4)C2)C3)n1	1%	48%&-3%[activator]	-2%	-10%	7%	-21%	0.1%	5%	-1%
CCOc1ccc(CNC(=S)N/N=C/c2ccc(OC)c(OC)c2)cc1	-7%	14µM*	-6%	-19%	2%	-8%	2.5%	-1%	-2%
C=CCNC(=S)NNC(=O)c1ccc(OCC(C)C)cc1	8%[57.1 µM]	14%	-3%	-26%	20%[57.1 µM]	-9%	1.0%	4%	-1%

# Three structures already listed, ordered by heavy-atom count, smallest number first:
SMILES	TrxR1 substrate	12-LOX inh	Vif-APOBEC3F blk	RGS4 inhibitor	TrxR1 inh	USP1-UAF1 inh	RXFP1 ag	mIDH1 inhibitor	Vif-APOBEC3G blk
C=CCNC(=S)NNC(=O)c1ccc(OCC(C)C)cc1	8%[57.1 µM]	14%	-3%	-26%	20%[57.1 µM]	-9%	1.0%	4%	-1%
Cc1ccc(C(=O)NC(=S)Nc2ccccc2C(F)(F)F)cc1	-12%	7.9µM*	0%	?	?	-17%	0.5%	5%	1%
COC(=O)c1cc(S(=O)(=O)NCC2CCN(Cc3cccc(F)c3)CC2)c[nH]1	-7%	1%&-22%&3%	0%&10%	-6%&-3%	-5%	1%&-12%	0.5%&-0.3%	-2%&0%	-2%&-3%
